SIAE primary: blocks human sialic acid acetylesterase; Q9HAT2; SIAE FP-Rh probe binding, fluorescence polarization; inhibition, % at 9.66 µM; 370,000 tested, 0.69% active;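 active means inhibition above a cutoff: mean of compounds within the control limits plus 3 SD of those, cut at about 17% in these data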;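 further: 0% = plate median of compound wells and 100% = probe without SIAE protein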
GC-B act: GC-B (human) receptor activation | HEK293-GC-B cells, CNP EC30, cGMP TR-FRET; 0% at EC30 CNP, 100% saturating CNP | activation, % at 10 µM | 370,000 tested, 0.11% active;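 active means activation at 10 µM reaching about 35% in either raw or pattern-adjusted values, limit read from the data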
TCR-CD3 inh: blocks the human TCR-CD3 interaction | inhibition, % at 9.4 µM | TAMRA-labeled TCR probe fluorescence, biochemical | 360,000 tested, 0.37% active | AID 651800; in the data active means inhibition above about 19%;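 further: recombinant mutant TCR 2C K166C tagged with TAMRA read by polarization; 0% = receptor in buffer alone and 100% = receptor with positive control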
HTRA1 inhibitor: inhibitors of human serine peptidase HTRA1. 340,000 tested, 0.5% active. inhibition, % at 5.96 µM. AID 504803. recombinant HTRA1, FP-rhodamine activity-based probe, fluorescence polarization. Q92743; in the data active means inhibition above about 36%;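 further: 0% = enzyme with DMSO and 100% = wells lacking enzyme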
Target sequence (Q92743 whole entry, looked up): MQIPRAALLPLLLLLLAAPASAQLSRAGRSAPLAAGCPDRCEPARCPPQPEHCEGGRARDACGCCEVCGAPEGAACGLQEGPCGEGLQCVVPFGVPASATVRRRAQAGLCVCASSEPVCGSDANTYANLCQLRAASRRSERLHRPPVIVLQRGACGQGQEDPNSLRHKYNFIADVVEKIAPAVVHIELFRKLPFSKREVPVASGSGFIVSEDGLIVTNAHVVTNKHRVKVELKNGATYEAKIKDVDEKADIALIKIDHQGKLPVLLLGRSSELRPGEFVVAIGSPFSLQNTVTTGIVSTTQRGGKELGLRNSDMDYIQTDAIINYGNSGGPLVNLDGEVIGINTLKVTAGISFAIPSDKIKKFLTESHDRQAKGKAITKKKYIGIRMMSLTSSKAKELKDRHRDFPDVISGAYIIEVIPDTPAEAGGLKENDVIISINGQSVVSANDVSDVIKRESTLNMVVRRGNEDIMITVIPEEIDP
mABHD4 FP: inhibits mouse alpha/beta hydrolase domain 4; inhibition, % at 8.92 µM; 370,000 tested, 0.54% active; Q8VD66; purified mABHD4, FP-Rh probe fluorescence polarization;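 active means inhibition exceeding the mean over every tested compound plus 3 SD, cut at about 30% in these data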;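 further: 0% = plate median of compound wells and 100% = S159A mutant with DMSO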
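Test system: mABHD4 protein | Buffer or medium: HEPES pH 7.0 buffer, 150 mM NaCl, 0.01% Pluronic F-127 | Probe or stimulus: FP-Rh fluorescent activity-based probe, added after compound pre-incubation | Timing: Pre-incubation 45 min, probe exposure 60 min, at 25 °C | Technique: Fluorescence polarization, excitation 525 nm, emission 598 nm, BODIPY TMR filters | Repeats: Single well per compound (singlicate)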
PRMT1 inh: inhibitors of human PRMT1; Q99873; recombinant PRMT1, activity-based probe fluorescence polarization; inhibition, % at 2.79 µM; 370,000 tested, 1.3% active; AID 652257;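 active means inhibition above about 21% made by adding two undisclosed values, limit read from the data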
MBD2 DNA inh: inhibitors of human MBD2 binding to methylated oligonucleotide | Q9UBB5 | TR-FRET | inhibition, % at 4.4 µM | 370,000 tested, 0.31% active | AID 686964; in the data active means inhibition above about 13%
Target sequence (Q9UBB5 whole entry, looked up): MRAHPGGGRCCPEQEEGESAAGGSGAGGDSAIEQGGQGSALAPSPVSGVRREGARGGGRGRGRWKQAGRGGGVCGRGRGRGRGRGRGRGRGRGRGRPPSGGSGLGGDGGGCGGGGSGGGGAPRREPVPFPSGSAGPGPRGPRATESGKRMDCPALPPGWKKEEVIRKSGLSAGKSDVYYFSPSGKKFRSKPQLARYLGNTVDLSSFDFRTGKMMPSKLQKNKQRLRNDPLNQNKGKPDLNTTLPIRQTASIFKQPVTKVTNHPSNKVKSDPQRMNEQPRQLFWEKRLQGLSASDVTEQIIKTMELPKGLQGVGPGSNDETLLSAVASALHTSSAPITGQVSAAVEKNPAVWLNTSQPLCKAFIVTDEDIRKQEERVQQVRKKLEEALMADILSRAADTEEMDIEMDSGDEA
TDP2 inh: TDP2 (human) inhibition, absorbance primary screen. recombinant TDP2, T5PNP hydrolysis, p-nitrophenol absorbance 415 nm. AID 720702. O95551. 370,000 tested, 0.34% active. inhibition, % at 12.8 µM;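 active means inhibition above the mean of all tested compounds plus 3 SD, set per campaign, cut at about 25% in these data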;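 further: 0% = DMSO with enzyme and 100% = buffer with substrate but no TDP2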
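Incubation: 2 h at 37 °C; Test system: recombinant human TDP2; Quantity: enzyme 120 nM; Read-out basis: percent inhibition; Medium: 50 mM Tris-HCl pH 7.5 with Mg2+, KCl, DTT, BSA; Repeats: single replicate; Compound: 12.8 µM single point, 1% DMSO; Signal: epi absorbance; Reagent: 5 mM T5PNP chromogenic substrate; Benchmarks: no-enzyme high, DMSO-plus-enzyme low.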
LEDGF integ inh: blocks HIV-1 LEDGF/p75-dependent DNA integration | TR-FRET IN-LEDGF/p75 DNA integration, Eu/Cy5 | inhibition, % at 3.7 µM | 370,000 tested, 0.64% active;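 active means inhibition above the screen-wide mean plus 3 SD, cut at about 13% in these data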;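 further: signal is the Cy5 over europium emission ratio at 671 and 618 nm; 0% = plate median of compound wells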
rCAG binder: r(CAG) repeat RNA binding; TO-PRO-1 dye displacement fluorescence; inhibition, % at 3 µM; 370,000 tested, 1.3% active;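 active means inhibition above the plate cutoff, the mean of all test compounds on that plate plus 3 SD, cut at about 35% in these data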;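 further: 0% = DMSO alone and 100% = 100 µM mitoxantrone as full dye displacement; higher means more dye released from RNA so lower well fluorescence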
* marks the source's active call; other numbers are inactive results; x = no result given.

SMILES	SIAE primary	GC-B act	TCR-CD3 inh	HTRA1 inhibitor	mABHD4 FP	PRMT1 inh	MBD2 DNA inh	TDP2 inh	LEDGF integ inh	rCAG binder
CC1(N(O)/C=C2\C=CC=CC2=O)CCCCC1=O (stereo unspecified)	3	4	6	4	-6	2	-2	4	3	3
COc1ccccc1C(=O)n1nc(-c2ccco2)nc1SC	-1	7	-1	-6	7	1	2	8	-3	-3
CC/C(=N/NC(=O)c1ccc2c(c1)OCO2)c1ccccc1O	8	10	15	13	0	-5	3	1	6	1
CNC(=O)COC(=O)Cc1ccc(Cl)cc1	-7	6	2	-1	-3	-1	1	-8	0	1
CCOC(=O)C1CCN(S(=O)(=O)c2ccc(C)c(C(=O)NC3CCCCC3)c2)CC1	-6	-3	-3	6	5	-1	0	8	3	-2
Nc1n[nH]c(N)c1N=Nc1ccc(Cl)cc1	-2	-7	0	5	5	-3	-10	-25	0	10
Nc1nc(-n2cnnc2)nn1-c1ccccc1	7	0	2	3	-2	-2	1	0	1	-2
CCC[n+]1c2ccccc2cc2ccccc21	5	1	0	5	11	6	-3	17	1	2
Cc1cc(=O)oc2c(C)c(OCC(=O)NCCCn3ccnc3)ccc12	0	-1	3	-1	-3	5	1	5	1	-4
COc1ccc(C(=O)Cn2cnc3ccccc3c2=O)cc1	2	-3	9	3	0	1	-6	-16	0	1
Brc1cccc(OCCn2ccnc2)c1	4	18	6	-3	9	2	-5	2	5	-2
COc1cccc(/C=C2\SC(=S)N(CCCC(=O)N3CCCC3)C2=O)c1	-6	-6	7	4	-11	2	-2	-7	-4	-2
OCC1CCCN(Cc2ccc(-c3ccccc3)cc2)C1 (stereo unspecified)	4	2	9	6	13	-2	-1	20	1	-3
O=C1CSc2ccc(C(=O)N3CCN(c4ccccn4)CC3)cc2N1	1	-1	-2	0	10	1	3	9	-2	-4
COC(=O)C1CN(Cc2ccc(F)cc2)CCS(=O)(=O)N1Cc1ccccc1 (stereo unspecified)	1	-6	x	x	-5	-2	0	-11	7	3
COCCCn1cnc2c(c1=O)c1nc3ccccc3nc1n2CCc1ccccc1	-6	4	-2	-1	0	5	-2	6	-1	-3
O=C1OC(/C=C/c2ccccc2)=NC/1=C\c1cccnc1	6	0	5	-6	2	1	2	13	-2	2
N#Cc1cc[n+](CC(=O)c2ccc(NC(=O)c3ccccc3)cc2)cc1	-10	-8	-12	-22	-17	14	2	-12	-1	10
Cc1cc(C)c(C(=O)COC(=O)c2c(C)noc2C)cc1C	4	4	-1	-7	0	0	3	1	5	-3
COc1ccccc1CNC(=O)c1cc(-c2ccccc2C)nn1CC1CC(c2cccnc2)=NO1 (stereo unspecified)	5	2	1	-15	-2	1	0	-4	-2	-3
COc1cccc(CC(=O)Nc2cc(S(=O)(=O)N3CCCCC3)ccc2C)c1	-2	3	-2	-8	1	2	5	-3	-1	3
CCn1ccnc1CN(C)C(=O)c1ccc2nc(Cc3ccc(OC)cc3)oc2c1	2	7	5	4	3	1	1	14	-3	-4
CCOC(=O)c1c(C(=O)OCC)c(C)n(CCc2ccccc2)c1C	31*	1	3	1	0	-2	0	-3	-2	-1
CCN(C(=O)C(=O)c1c[nH]c2ccccc12)c1ccccc1	-1	-5	8	-1	3	-5	-3	16	1	-1
O=c1c2ccccc2nc2oc3ccccc3n12	-3	3	3	-4	5	4	6	4	-1	-2
SMILES	SIAE primary	GC-B act	TCR-CD3 inh	HTRA1 inhibitor	mABHD4 FP	PRMT1 inh	MBD2 DNA inh	TDP2 inh	LEDGF integ inh	rCAG binder
CCOc1ccc(C(C)=O)cc1COC(=O)C(C)N=C1NS(=O)(=O)c2ccccc21 (stereo unspecified)	-14	0	-2	-16	3	2	4	-5	-7	11
Cc1cc(C)c[n+](-c2nc([O-])sc2C=O)c1	3	-2	4	8	2	2	-2	0	0	-2
COc1ccc2oc(C(=O)CCC(=O)O)c(N)c2c1	11	5	9	-3	3	1	0	14	-2	0
CCC1(C)Cc2c(sc3nnn(CC(=O)Nc4ccc(C)cc4)c(=O)c23)CO1 (stereo unspecified)	-11	-1	1	-3	-5	2	1	1	-5	3
NNC(=O)CCN1CCN(Cc2ccccc2)CC1	0	2	-8	0	3	-1	5	5	1	-6
CCCSc1nc2[nH]ncc2c(=O)[nH]1	-4	0	1	4	-5	0	-1	10	1	3
COC(=O)c1cc(OC)c(OC)cc1NC(=O)Nc1ccccc1F	3	-1	-8	x	-5	-3	2	1	1	-4
CCCC(C)c1nnc(NC(=O)C2CC(=O)N(CCc3ccc(F)cc3)C2)s1 (stereo unspecified)	0	-1	-2	-1	15	4	-6	1	3	-3
CCN(CC)CCNC(=O)c1ccc(NC(=O)c2cccc(S(=O)(=O)N3CCCCCC3)c2)cc1	-8	8	1	-2	-7	-1	-4	-6	1	3
COc1ccc(NC(=O)CC2C(=O)N(c3ccc(Cl)cc3)C(=S)N2CCc2ccccn2)cc1 (stereo unspecified)	-2	2	-2	-45	-17	4	-1	0	-1	8
O=C(NCCOC12CC3CC(CC(C3)C1)C2)c1cccc(Br)c1	-5	2	-5	-24	-2	2	3	-12	0	-4
O=C(NCc1ccc(F)cc1)C1CCCN(S(=O)(=O)c2cccc3nonc23)C1 (stereo unspecified)	-2	2	-5	-1	3	-5	-2	0	0	-1
Cc1ccc2c(c1)C1CN(C)CCC1N2S(=O)(=O)c1cccc(C(F)(F)F)c1 (stereo unspecified)	-9	-5	-2	-6	9	-3	1	-6	-2	-3
COc1ccc(C)cc1S(=O)(=O)N1CCN(S(=O)(=O)c2cc(C(=O)O)ccc2C)CC1	-9	2	10	7	2	3	-1	10	2	17
C=CCn1c(SCC(=O)Nc2cccnc2Cl)nnc1-c1ccccc1F	-1	4	0	3	4	0	-5	-3	-1	-5
CCOC(=O)c1sc2ncn(C(CC)C(=O)OC)c(=O)c2c1C (stereo unspecified)	-4	-4	-9	-8	9	0	3	2	-1	-7
COc1ccc(OC)c(NC(=O)COC(=O)/C=C/c2c(C)nn(C3CCS(=O)(=O)C3)c2Cl)c1 (stereo unspecified)	-4	1	-6	3	3	0	6	5	-2	4
COc1cc(NC(=O)c2ccc(-c3ccnn3C)c3ccoc23)cc(OC)c1OC	0	8	-5	x	1	-6	5	2	5	0
C=CCn1c(SCC(=O)Nc2ccc3c(c2)OCO3)nnc1-c1ccccc1O	0	-2	6	4	6	-1	-1	-1	-2	3
CC1(c2ccc3noc(-c4ccc(Cl)cc4)c3c2)OCCO1	-4	-5	0	-13	1	3	3	-8	1	5
O=C(N1CCCC1)n1c(Cc2ccccc2)nc2ccccc21	19*	-5	-2	-4	-1	-3	3	1	2	-5
COc1cc(Cl)ccc1NC(=S)N(CCCN1CCOCC1)Cc1cn(C)c2ccccc12	0	-10	-9	-5	10	34*	5	8	-1	2
COCCn1c(SCC(=O)Nc2cccc(S(N)(=O)=O)c2)nc2ccccc21	0	4	7	-6	-4	-1	1	-1	-2	4
COc1ccc(C(=O)OC(C(=O)c2ccccc2)c2ccccc2)cc1 (stereo unspecified)	-6	-6	-2	-30	-10	-1	3	-7	3	-3
COc1ccccc1-n1c(SCC(=O)Nc2cccc(C)c2)nc2c(c1=O)SCC2	0	4	0	-16	-2	0	-4	-6	-3	13

Some of these compounds in order of length of the SMILES, low to high:
SMILES	SIAE primary	GC-B act	TCR-CD3 inh	HTRA1 inhibitor	mABHD4 FP	PRMT1 inh	MBD2 DNA inh	TDP2 inh	LEDGF integ inh	rCAG binder
CCCSc1nc2[nH]ncc2c(=O)[nH]1	-4	0	1	4	-5	0	-1	10	1	3
O=C(NCCOC12CC3CC(CC(C3)C1)C2)c1cccc(Br)c1	-5	2	-5	-24	-2	2	3	-12	0	-4
COc1cc(NC(=O)c2ccc(-c3ccnn3C)c3ccoc23)cc(OC)c1OC	0	8	-5	x	1	-6	5	2	5	0
COc1ccccc1-n1c(SCC(=O)Nc2cccc(C)c2)nc2c(c1=O)SCC2	0	4	0	-16	-2	0	-4	-6	-3	13
Cc1ccc2c(c1)C1CN(C)CCC1N2S(=O)(=O)c1cccc(C(F)(F)F)c1 (stereo unspecified)	-9	-5	-2	-6	9	-3	1	-6	-2	-3

Next structures
SMILES	SIAE primary	GC-B act	TCR-CD3 inh	HTRA1 inhibitor	mABHD4 FP	PRMT1 inh	MBD2 DNA inh	TDP2 inh	LEDGF integ inh	rCAG binder
CCc1cc2c(NCC(=O)O)ncnc2s1	8	-4	8	3	3	1	-2	5	-1	2
CC(=O)N(CCN(C(C)=O)c1ccccc1)c1ccccc1	6	0	-1	1	2	-5	0	7	0	-3
CS(=O)(=O)N1CCCC(C(=O)c2cccc(Cl)c2)C1 (stereo unspecified)	2	5	7	4	-2	-4	2	14	0	-8
COC(=O)c1cccc(CN2C(=O)C(C)Sc3ccc(C#N)cc32)c1 (stereo unspecified)	0	-13	-1	x	-4	-1	4	6	-2	0
COc1cccc(/C=N\NS(=O)(=O)c2ccccc2)c1OC	8	12	0	3	0	-4	-1	10	0	0
C=CCOc1c(Br)cc(CNn2c(C)n[nH]c2=S)cc1OC	3	-14	-8	-3	1	6	3	-17	6	2
CN1CCN(c2ccc(S(=O)(=O)N3CCOCC3)cc2NC(=O)CC(C)(C)C)CC1	-1	3	7	7	1	0	1	0	0	3
COc1cccc(C(C(=O)NC2CCCC2)N(CCC(C)C)C(=O)CCC(=O)Nc2cc(C)on2)c1 (stereo unspecified)	-3	4	-7	-5	-3	4	-1	-7	-2	0
COc1ccc(N2CCN(C(=O)CCNC(=O)c3ccccc3)CC2)cc1	10	2	6	0	4	-7	1	-7	2	-7
COc1ccccc1NC(c1cccnc1)c1ccc2cccnc2c1O (stereo unspecified)	10	3	9	26	4	18	0	-5	-6	5
C=CCC(NC(=O)Cc1ccccc1)C(=O)NCCC (stereo unspecified)	0	1	-1	-3	2	1	2	11	-3	0
Cc1ccc(C)c(N2CCN(C(C(=O)NC3CCCC3)c3ccco3)CC2)c1 (stereo unspecified)	11	2	-8	x	-1	5	7	2	2	0
COc1ccc2c(c1)c(CC(=O)Nc1cccc(S(N)(=O)=O)c1)c(C)n2C(=O)c1ccc(Cl)cc1	-30	-4	7	-30	-27	3	-3	2	0	27
CC1Cc2ccccc2N1CC(=O)Nc1cc(S(=O)(=O)N2CCOCC2)ccc1Cl (stereo unspecified)	11	1	0	-12	-8	-1	3	3	1	6
COCCn1c(=S)[nH]c2cc(C(=O)NC3CCCC(C)C3C)ccc2c1=O (stereo unspecified)	-1	-6	-7	-1	-10	5	1	-3	3	2
CCC(C)Sc1ccc([C@H]2N[C@@](Cc3ccccc3)(C(=O)OC)[C@H]3C(=O)N(CC)C(=O)[C@@H]23)cc1OC (stereo partly specified)	1	-4	11	-9	4	-4	-5	-7	-4	-4
Cc1ccc2c(c1)N(S(=O)(=O)c1ccc(F)cc1)C(C(C)(C)C)CO2 (stereo unspecified)	-2	-26	8	-8	-17	1	0	3	0	-5
CCN(CC)/C(N)=N/c1nc(C)cc(C)n1	7	0	-2	0	4	-2	3	-1	-6	-2
Cn1c(N)c(C(=O)COC(=O)c2cc(S(=O)(=O)NCc3ccccc3)ccc2O)c(=O)n(C)c1=O	-10	-2	-6	-13	-10	1	-5	11	2	13

This is a subset; rates above refer to the full screens.
